# TrxR1 substrate = is turned over as a substrate by rat TrxR1; purified TrxR1 substrate turnover, NADPH consumption readout; Potency, µM (series often up to 114 µM), for the others: at the highest dose activity change, negative = substrate turnover; 390,000 compounds, 0.01% hits; O89049; also: potency is read from the fitted curve at half-maximal effect; % is scaled to controls: 0 for no effect and ±100 for the full control effect; nearly all actives have a fitted effect of over 50% in size
#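 Rat TrxR1, dispensed at 90 nM, was prereduced with 400 uM NADPH (final) for 5 min at ~22 deg C, then incubated with compound 15 min before 400 uM selenite. A first-read NADPH fluorescence drop versus no-compound background flagged substrates.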
# TrxR1 inh = rat TrxR1 inhibition. O89049. Potency, µM (doses to about 114 µM), without a hit: at the top dose activity change, negative = inhibition, most hits filed as inhibitors. recombinant rTrxR1, NADPH fluorescence consumption, selenite substrate. 390,000 compounds, 1% hits; also: potency is read from the fitted curve at half-maximal effect; % is scaled to controls: 0 for no effect and ±100 for the full control effect; nearly all actives have a fitted effect of over 65% in size
#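 Rat TrxR1 (90 nM in the dispensed reagent) was pre-reduced with 400 uM NADPH for 5 min at room temperature, then incubated with compound for 15 min. After 400 uM selenite was added, NADPH fluorescence (Ex 340/Em 450 nm) was followed for 8 min.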
# PI4K2A inh = blocks human PI4K2A kinase activity; Q9BTU6; purified PI4K2A, ADP-Glo luminescence, 1 h; hits give low values; activity change, negative = inhibition, % at 76.9 µM; 420,000 compounds, 0.13% hits; in the data active = activity change below about -50%; inconclusive = mostly about -30% to -49%;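 also: -100% = wells without enzyme as full effect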
#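 PI4K2A activity was measured by ADP-Glo luminescence: enzyme (4 ug/mL stock) and phosphatidylinositol (1.2 mM stock) in Tris pH 7.5/MgCl2/EGTA/Triton X-100 buffer were reacted with ATP (300 microM stock) for one hour at ambient temperature.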
# GLS inh = inhibitors of human glutaminase (GLS). Potency, µM (series often up to 45.5 µM), without a hit: top-dose activity change, negative = inhibition, actives largely listed as inhibitors. AID 624170. 410,000 compounds, 0.21% hits. GLS enzymatic activity, qHTS titration; also: potency is read from the fitted curve at half-maximal effect; % is scaled to controls: 0 for no effect and ±100 for the full control effect
#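 Human kidney-isoform GLS in 45 mM KH2PO4 pH 8.2, 0.02% Tween-20, with compound, started with 1mM L-Glutamine (added stock). Glutamate oxidase/HRP/Amplex red coupled fluorescence read at start and after 30 min at RT.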
# IDH1 R132H inh = human IDH1 R132H inhibition; AID 602179; IDH1-R132H enzyme, NADPH consumption, diaphorase/resazurin fluorescence; O75874; Potency, µM (highest dose often 76.6 µM), for inactives: at the highest dose activity change, negative = inhibition, hits mostly inhibitors; 390,000 compounds, 0.093% hits; also: potency is read from the fitted curve at half-maximal effect; % is scaled to controls: 0 for no effect and ±100 for the full control effect; nearly all actives have a fitted effect of over 65% in size
#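 IDH1-R132H (0.5 ug/mL) preincubated 30 min with compound, then NADPH (0.016 mM) and alpha-KG (2 mM) added; 80 min at RT, pH 7.5. Remaining NADPH coupled via diaphorase/resazurin to fluorescence (540/590 nm); concentration-response curves normalized to no-enzyme control.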
# USP1 inh = USP1/UAF1 (human) deubiquitinase inhibition; recombinant USP1/UAF1, Ub-Rhodamine cleavage fluorescence; Potency, µM (top dose mostly 57.1 µM), for the others: at the highest dose activity change, negative = inhibition, actives largely listed as inhibitors; 390,000 compounds, 0.23% hits; also: potency is read from the fitted curve at half-maximal effect; % is scaled to controls: 0 for no effect and ±100 for the full control effect; nearly all actives have a fitted effect of over 60% in size; inactives centre near -12
#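 USP1/UAF1 complex (1 nM) preincubated 15 min at room temperature with compound, then Ub-Rho substrate (150 nM final) added. Kinetic fluorescence at 480/540 nm over 6 reads at 60 s intervals; 50 mM HEPES pH 7.8, 0.5 mM EDTA, 0.1 mg/ml BSA, 1 mM TCEP, 0.01% Tween-20.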
# PGK inhibitor = inhibitors of T. brucei phosphoglycerate kinase; P07378; PGK/GAPDH coupled, Kinase-Glo luminescence, 60 min; Potency, µM (titrated, usually from 57.5 µM), for inactives: top-dose activity change, negative = inhibition, most hits filed as inhibitors; 380,000 compounds, 0.043% hits; AID 602233; also: potency is read from the fitted curve at half-maximal effect; % is scaled to controls: 0 for no effect and ±100 for the full control effect; nearly all actives have a fitted effect of over 60% in size
# Target sequence (P07378 whole entry, looked up): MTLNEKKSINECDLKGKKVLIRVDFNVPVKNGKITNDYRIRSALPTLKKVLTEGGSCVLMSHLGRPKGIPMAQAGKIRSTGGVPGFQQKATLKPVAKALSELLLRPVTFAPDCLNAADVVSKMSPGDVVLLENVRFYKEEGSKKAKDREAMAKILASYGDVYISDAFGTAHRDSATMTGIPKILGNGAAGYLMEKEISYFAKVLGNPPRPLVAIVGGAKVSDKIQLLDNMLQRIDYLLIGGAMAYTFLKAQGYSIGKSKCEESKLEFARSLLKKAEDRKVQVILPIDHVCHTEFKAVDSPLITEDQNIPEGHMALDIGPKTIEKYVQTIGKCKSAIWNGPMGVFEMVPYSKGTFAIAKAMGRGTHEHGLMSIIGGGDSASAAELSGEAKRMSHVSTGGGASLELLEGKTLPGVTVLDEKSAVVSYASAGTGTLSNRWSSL
#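 Luminescent ATP detection (Kinase-Glo Plus) follows a 60-minute room-temperature incubation, with wells lacking PGK as controls. Buffer: 100 mM TEA (pH 7.6), 5 mM MgCl2, 0.01% Tween-20. Coupling enzyme GAPDH (100 nM final) supplies unstable 1,3-BPG in-well.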
# HP1b chromo inh = blocks HP1-beta chromodomain binding to methylated histone tails. AlphaScreen HP1-beta / biotin-H3K9me3 peptide binding. P83916. 390,000 compounds, 0.56% hits. AID 540317. Potency, µM (doses to about 114 µM), for inactives: at the highest dose activity change, negative = inhibition, hits mostly inhibitors; also: potency is read from the fitted curve at half-maximal effect; nearly all actives have a fitted effect of over 70% in size; inactives centre near 23
# Target sequence (P83916 whole entry, looked up): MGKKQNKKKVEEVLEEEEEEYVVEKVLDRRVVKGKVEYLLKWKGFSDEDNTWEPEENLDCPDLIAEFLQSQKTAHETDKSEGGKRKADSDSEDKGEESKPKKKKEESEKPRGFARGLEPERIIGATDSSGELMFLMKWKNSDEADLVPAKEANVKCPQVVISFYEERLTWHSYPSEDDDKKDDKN
#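 HP1-beta protein (50 nM final) preincubated 30 min at room temperature with biotinylated H3(1-18)K9me3 peptide (50 nM) in PBS pH 7.4, 0.01% Tween-20, then compound added for 30 min. AlphaScreen streptavidin donor/nickel chelate acceptor beads (10 ug/mL final), 30 min dark, luminescence read.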
# Pin1 inh = human Pin1 inhibition; Potency, µM (highest dose often 115 µM), inactives show at the top dose activity, negative = inhibition, most hits filed as inhibitors; 390,000 compounds, 0.009% hits; Pin1 FP peptide displacement, HiFluor488, 10 min; AID 504891; Q13526; active = well fitted inhibition curve with a large enough effect in the polarisation, with a control signal flat, not every such curve was filed as active; inconclusive = small, poorly fitted or top-dose-only effect, or effect the other way, or a change in a side signal; inactive = no such curve, though single readings can be large or run the other way; the % refers to the polarisation; also: potency is read from the fitted curve at half-maximal effect; % is scaled to controls: 0 for no effect and ±100 for the full control effect
# Target sequence (Q13526 whole entry, looked up): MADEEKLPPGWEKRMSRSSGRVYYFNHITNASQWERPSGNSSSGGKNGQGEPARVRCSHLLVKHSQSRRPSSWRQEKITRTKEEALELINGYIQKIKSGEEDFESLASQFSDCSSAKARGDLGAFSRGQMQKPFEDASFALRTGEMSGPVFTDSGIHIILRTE
# * marks the source's active call; other numbers are inactive results; i = inactive; u = inconclusive; x = no result given; & = joins results of further samples; [ ] = another dose, or the depositor's remark. Unless noted, calls follow the shape of the dose curve; as a rule, active = well fitted curve in the direction sought with a large enough effect; inconclusive = small, poorly fitted or top-dose-only effect, or another doubt; inactive = no such curve, though single readings can be large; an effect the other way counts as inactive or inconclusive. Some of the compounds tested; rates above refer to the full screens.
SMILES,TrxR1 substrate,TrxR1 inh,PI4K2A inh,GLS inh,IDH1 R132H inh,USP1 inh,PGK inhibitor,HP1b chromo inh,Pin1 inh
Cc1ccccc1NC(=S)N1CCCCCC1,4%,8%,-3,2%,8%,-17%,-18%,46%[activator],19%
NC(=S)NN=C1c2cc(OCCN3CCOCC3)ccc2-c2ccc(OCCN3CCOCC3)cc21,6%[57.1 µM],-1%[57.1 µM],-2,22%,7%,-4%,0%,u,4%
CCOC(=O)[C@H]1[C@H]2COc3ccccc3[C@@H]2N2C(=O)c3cc(C)ccc3NC(=O)[C@@]12C,3%[57.1 µM],7%,1,-1%,-6%,-25%,i,26%,u
COc1ccccc1C(=O)Nc1ccccc1OCc1cc(=O)n2ccccc2n1,0%[57.1 µM],14%[57.1 µM],2,-9%,21%,-21%,-7%,28%[57 µM],23%
Nc1nnc(SCC(=O)c2ccc([N+](=O)[O-])cc2)s1,1%[11.4 µM],u,0,17%,-3%,-14%,i,11%,4%
C1=CCC(/C=N/n2cnnc2)CC1 (centres undefined),-7%,-9%,8,-4%,6%,-9%,-3%,29%,-1%
NS(=O)(=O)c1ccc(CNC(=O)C2CCCCC2)cc1,6%,14%,3,-6%,-5%,-7%,-11%,48%[activator],-1%
Cc1ccccc1NC(=O)Cn1nnc(C(=O)NCc2ccco2)c1N,1%&-2%,10%&2%,-2&0,17%&5%,-3%&-1%,-8%&-31%,-1%,-15%&26%,1%&-2%
Cc1ccc(-c2nnn(CC(=O)N(c3ccc4c(c3)OCCO4)C(C(=O)NCC3CCCO3)c3ccc(F)cc3)n2)o1 (centres undefined),8%[57.1 µM],32%[57.1 µM],3,-1%,5%,-7%,2%,0%,8%
COc1ccc(/C=C(/NC(=O)c2ccccc2)C(=O)NCCN2CCOCC2)cc1OC,-17%,-15%,-4,8%,1%,-11%,i,32%,-1%
C=CCn1c(COc2ccc(Cl)cc2)nnc1SCC(=O)NCC(=O)OCC,4%,3%,3,-6%,4%,-17%,-9%,24%,0%
N#Cc1cccc(NC(=O)COC(=O)CCc2ccc(S(=O)(=O)N3CCOCC3)cc2)c1,-1%,4%,-1,-5%,0%,-8%,-10%,7%,-1%
CCOC(=O)c1sc(NC(=O)Nc2ccc(Cl)cc2)cc1C,12%[11.4 µM],-9%[11.4 µM],-11,-16%,3%,-12%,i,21%,-1%
COC(=O)C(NC(=O)c1ccc(OC)cc1)(Nc1ncc(S(=O)(=O)c2ccc([N+](=O)[O-])cc2)s1)C(F)(F)F (centres undefined),-4%[57.1 µM],6%[57.1 µM],-1,7%,-6%,-7%,6%,-12%,3%
CCCOC(=O)C(C)n1c(-c2ccccc2)nc2ccccc2c1=O (centres undefined),12%,25%,5,3%,2%,-7%,-8%,12%,0%
CCC(C)C(=O)Nc1nc(C)c(-c2csc(Nc3cc(Cl)ccc3OC)n2)s1 (centres undefined),6%[57.1 µM],11%[57.1 µM],-3,3%,-8%,u,7%,-22%,40%[activator]
CCOc1ccccc1Nc1nc2c(S(=O)(=O)c3ccc(C)cc3)nnn2c2ccsc12,132%[activator],62%[activator],0,4%,-2%,-6%,-8%,11%,-1%
Cn1c(SCC(=O)NCc2ccc(F)cc2)ncc(C(=O)Nc2ccccc2)c1=O,19%,25%,2,1%,7%,-18%,-3%,38%[activator],27%
Cc1oc(-c2ccccc2)cc1C(=O)Nc1cccc(C(=O)O)c1,3%,-23%,-5,-2%,2%,-14%,6%,18%,-6%
COc1ccc(CCC2(C)OCC(CCCCO)O2)cc1 (centres undefined),7%[57.1 µM],3%[57.1 µM],0,-7%,4%,-4%,13%,9%,-1%
O=C(CNC(=O)c1[nH]cnc1C(=O)NC(c1ccccc1)c1ccccc1)OCc1ccccc1,0%,33%,-1,7%,-4%,-32%,-3%,-3%,0%
CCc1nc(N[C@@H](Cc2c[nH]c3ccccc23)C(=O)O)c2oc3ccccc3c2n1,10%[57.1 µM],1%[57.1 µM],3,28%,5%,-24%,-4%,8%,0%
COc1ccc(Cl)cc1NC(=O)C1CCCN(c2cc(C)nc3ncnn23)C1 (centres undefined),3%,6%,3,-3%,10%,-6%,i,x,-3%
CCc1ccc(S(=O)(=O)c2cn(Cc3ccccc3)c3cc(N4CCCC4)c(F)cc3c2=O)cc1,36%,53%[activator],2,0%,-7%,-7%,-5%,-3%,-1%
COc1ccc(/C=N/Nc2ccc([N+](=O)[O-])cc2S(=O)(=O)N2CCN(C)CC2)cc1,-4%,5%,-3,6%,-6%,-4%,i,13%,u
# (further entries)
SMILES,TrxR1 substrate,TrxR1 inh,PI4K2A inh,GLS inh,IDH1 R132H inh,USP1 inh,PGK inhibitor,HP1b chromo inh,Pin1 inh
CN1CCC(=O)N([C@H](CN=[N+]=[N-])Cc2ccccc2)CC1,10%&-2%,18%&-7%,-2,1%,-9%,-21%,-2%,47%[activator],3%
COc1ccc(CNC(=O)C2=CC(c3ccc(C)cc3)=NS(=O)(=O)N2C)cc1,-4%[57.1 µM],20%,7,-8%,15%,-22%,i,16%,4%
O=c1[nH]c2cc3c(cc2cc1CN(Cc1nnnn1CC1CCCO1)C1CCCCC1)OCO3 (centres undefined),6%,-4%[57.1 µM],-3,-2%,6%,-19%,-11%,40%[activator],u
COCC(C)n1c(C)cc(C(=O)COC(=O)c2ccc3c(c2)NC(=O)CS3)c1C (centres undefined),-3%,-4%,1,5%,3%,1%,4%,-6%,-1%
Cn1nnnc1Sc1ncnc2scc(-c3cccc4c3sc3ccccc34)c12,13%[57.1 µM],21%[57.1 µM],0,-1%,x,x,10%,27%,11%&57%
O=C1CC(c2cccc(Oc3ccccc3)c2)NC(=O)N1 (centres undefined),5%,21%,0,-4%,2%,-11%,3%,25%,-4%
O=c1ccn([C@@H]2O[C@H](CNS(=O)(=O)c3csc(-c4ccno4)c3)[C@@H](O)[C@H]2O)c(=O)[nH]1,2%,3%,-5,3%,-1%,-13%,3%,-14%,-3%
Cc1cccc(NCC(=O)N/N=C\c2cccn2C)c1,-5%,11%,-7,-1%,20%,-18%,1%,u,-13%
Cc1ccccc1NC(=O)CSc1nnc(-c2ccoc2C)n1CCc1ccccc1,-5%,-19%,-11,10%,4%,-13%,0%,19%,-7%
CC(C)c1ccc(-c2nnc3n(CCc4ccccc4)c(=O)c4ccccc4n23)cc1,-7%,3%,-1,11%,-4%,-5%,-2%,35%,-9%

# Shown with tabs: 11 of the compounds above.
Molecule	TrxR1 substrate	TrxR1 inh	PI4K2A inh	GLS inh	IDH1 R132H inh	USP1 inh	PGK inhibitor	HP1b chromo inh	Pin1 inh
CCc1nc(N[C@@H](Cc2c[nH]c3ccccc23)C(=O)O)c2oc3ccccc3c2n1	10%[57.1 µM]	1%[57.1 µM]	3	28%	5%	-24%	-4%	8%	0%
COc1ccc(Cl)cc1NC(=O)C1CCCN(c2cc(C)nc3ncnn23)C1 (centres undefined)	3%	6%	3	-3%	10%	-6%	i	x	-3%
CCc1ccc(S(=O)(=O)c2cn(Cc3ccccc3)c3cc(N4CCCC4)c(F)cc3c2=O)cc1	36%	53%[activator]	2	0%	-7%	-7%	-5%	-3%	-1%
COc1ccc(/C=N/Nc2ccc([N+](=O)[O-])cc2S(=O)(=O)N2CCN(C)CC2)cc1	-4%	5%	-3	6%	-6%	-4%	i	13%	u
CN1CCC(=O)N([C@H](CN=[N+]=[N-])Cc2ccccc2)CC1	10%&-2%	18%&-7%	-2	1%	-9%	-21%	-2%	47%[activator]	3%
COc1ccc(CNC(=O)C2=CC(c3ccc(C)cc3)=NS(=O)(=O)N2C)cc1	-4%[57.1 µM]	20%	7	-8%	15%	-22%	i	16%	4%
O=c1[nH]c2cc3c(cc2cc1CN(Cc1nnnn1CC1CCCO1)C1CCCCC1)OCO3 (centres undefined)	6%	-4%[57.1 µM]	-3	-2%	6%	-19%	-11%	40%[activator]	u
COCC(C)n1c(C)cc(C(=O)COC(=O)c2ccc3c(c2)NC(=O)CS3)c1C (centres undefined)	-3%	-4%	1	5%	3%	1%	4%	-6%	-1%
Cn1nnnc1Sc1ncnc2scc(-c3cccc4c3sc3ccccc34)c12	13%[57.1 µM]	21%[57.1 µM]	0	-1%	x	x	10%	27%	11%&57%
O=C1CC(c2cccc(Oc3ccccc3)c2)NC(=O)N1 (centres undefined)	5%	21%	0	-4%	2%	-11%	3%	25%	-4%
O=c1ccn([C@@H]2O[C@H](CNS(=O)(=O)c3csc(-c4ccno4)c3)[C@@H](O)[C@H]2O)c(=O)[nH]1	2%	3%	-5	3%	-1%	-13%	3%	-14%	-3%
